# NadD block: inhibitors of S. aureus NadD, primary screen, biochemical, colorimetric, uHTS; 0.78% of 360,000 active; inhibition, % at 20 µM; purified NadD enzyme, colorimetric absorbance read-out; AID 602399, 2012; in the data active = inhibition above about 26%; also: some compounds past the cut are filed as inactive
# TbMetRS inhib: T. brucei MetRS inhibitors, primary screen, biochemical, luminescence. purified T. brucei MetRS, ATP depletion, Kinase-Glo luminescence. 0.4% of 360,000 active. methionyl-tRNA synthetase (Trypanosoma brucei brucei). inhibition, % at 11.9 µM;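 active = inhibition above a per-plate cutoff of the control wells' mean inhibition plus 3 SD, cut at about 5.5% in these data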;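 also: 0% = DMSO wells median and 100% = median of wells with control inhibitor compound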
#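 Material: T. brucei methionyl-tRNA synthetase, purified; reagent: substrates ATP, L-methionine and bulk Escherichia coli tRNA; dosing: 11.9 µM single point; timing: 15 min plus 2 h at 25 °C; detection: luminescence of leftover ATP; evaluation: % inhibition; control set: DMSO-only wells as low control; replicates: singlicate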
# Rpn11 block: Rpn11 (PSMD14) deubiquitinase inhibitors, primary screen, biochemical, fluorescence polarization, uHTS. 26S proteasome non-ATPase regulatory subunit 14 (Homo sapiens), O00487. human 26S proteasome, Ub4-pepOG fluorescence polarization; 20S core pre-blocked with epoxomicin. calls only at 20 µM. 0.59% of 360,000 active. AID 588493, 2011;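 active = inhibition at 20 µM, scaled to each plate's controls, above about 33%, limit read from the data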
# DNMT1 inh: human DNMT1 methyltransferase inhibitors, primary screen, biochemical, molecular beacon, fluorescence, HinP1I cleavage, uHTS; inhibition (reported as % activation of signal), % at 10 µM; DNA (cytosine-5)-methyltransferase 1 (Homo sapiens), P26358; 0.83% of 360,000 active; in the data active = inhibition above about 50%
# LMPTP inh: LMPTP phosphatase inhibitors, primary screen, biochemical, fluorescence intensity, uHTS; recombinant LMPTP-A, OMFP fluorogenic substrate; inhibition, % at 20 µM; 0.22% of 360,000 active; AID 651560, 2012;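 active = compounds that cut the enzyme signal by at least half of the control window in the single-dose screen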;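 also: plate controls were DMSO wells with enzyme plus substrate for no effect and substrate without enzyme for full effect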
#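 Buffer or medium: Bis-Tris pH 6.0, DTT, detergent; Assay system: LMPTP-A enzyme; Quantity: 0.625 nM enzyme; Detection: endpoint fluorescence intensity; Times: 50 min dark incubation at room temperature; Controls: substrate-only low control, DMSO enzyme-plus-substrate high control; Doses: single 20 µM dose; Read-out: percent inhibition versus substrate-only and uninhibited controls; Reagent: 400 µM OMFP.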
# Scp1 inh: Scp-1 phosphatase inhibitors, primary screen, biochemical, colorimetric, uHTS | Carboxy-terminal domain RNA polymerase II polypeptide A small phosphatase 1 (Homo … | AID 493091, 2011 | inhibition, % at 20 µM | 0.88% of 340,000 active | Recombinant Scp1, phosphopeptide, malachite green phosphate absorbance;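 active = inhibition above about 50% at 20 µM, limit read from the data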;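 also: plate controls were DMSO wells with enzyme for no effect and wells lacking enzyme for full effect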
# Target sequence (Q9GZU7 76-261 limits assumed): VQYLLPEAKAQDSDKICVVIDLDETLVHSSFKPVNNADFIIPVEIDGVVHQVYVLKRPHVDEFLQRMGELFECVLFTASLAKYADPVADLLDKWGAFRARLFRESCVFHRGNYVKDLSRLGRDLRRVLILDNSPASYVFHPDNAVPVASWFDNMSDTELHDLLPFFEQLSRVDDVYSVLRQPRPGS
#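 Assay system: SCP-1 catalytic fragment, aa 76-261 | Buffer or medium: Tris acetate buffer pH 5.5 with MgCl2 and Tween-20 | Compound: One concentration, 20 µM, with 1.0% DMSO | Also added: Phospho 17-mer peptide substrate | Signal: Absorbance at 630 nm | Incubation: 45 min enzyme reaction at room temperature | Measure: % inhibition of SCP-1 phosphate liberation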
# STEP block: STEP phosphatase inhibitors, primary screen, biochemical, fluorescence intensity, uHTS; Tyrosine-protein phosphatase non-receptor type 5 (Homo sapiens), P54829; recombinant STEP, OMFP fluorogenic substrate; inhibition, % at 20 µM; 0.25% of 360,000 active;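 active = inhibition at 20 µM, scaled per plate between control wells, above about 37%, limit read from the data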;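 also: 0% = DMSO with enzyme and substrate and 100% = substrate only without enzyme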
# Target sequence (P54829 whole entry, looked up): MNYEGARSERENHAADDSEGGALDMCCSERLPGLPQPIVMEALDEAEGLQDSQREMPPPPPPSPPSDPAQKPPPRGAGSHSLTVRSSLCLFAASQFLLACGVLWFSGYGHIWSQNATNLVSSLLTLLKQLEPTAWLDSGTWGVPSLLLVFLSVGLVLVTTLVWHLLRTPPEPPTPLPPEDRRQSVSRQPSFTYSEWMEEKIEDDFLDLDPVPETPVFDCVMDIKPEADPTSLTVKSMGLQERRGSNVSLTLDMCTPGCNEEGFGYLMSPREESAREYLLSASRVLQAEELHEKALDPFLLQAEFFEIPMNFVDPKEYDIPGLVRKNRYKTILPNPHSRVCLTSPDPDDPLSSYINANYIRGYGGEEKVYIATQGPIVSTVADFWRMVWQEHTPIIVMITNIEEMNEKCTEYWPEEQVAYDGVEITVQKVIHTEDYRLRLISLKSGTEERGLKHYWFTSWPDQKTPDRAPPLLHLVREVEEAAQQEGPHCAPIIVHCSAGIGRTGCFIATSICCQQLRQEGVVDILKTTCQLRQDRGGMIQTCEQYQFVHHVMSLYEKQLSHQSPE
#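 Measure: Control-normalized % inhibition with plate pattern correction | Test system: STEP phosphatase, cell-free reaction | Medium: pH 6.0 Bis-Tris with DTT and Tween 20 | Technique: Fluorescence, 480/540 nm | Times: Reaction 20 min, ambient temperature | Doses: Single compound dose of 20 µM, 1% DMSO final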
# SUMO1 PPI mod: modulators of SUMO1 protein-protein interactions, primary screen, biochemical, uHTS; Small ubiquitin-related modifier 1 (Homo sapiens), P63165; SUMO1 binding to a labelled peptide, TR-FRET, 1 h; inhibition, % at 20 µM; 0.33% of 360,000 active; AID 602429, 2012; in the data active = inhibition above about 37%
# Target sequence (P63165 whole entry, looked up): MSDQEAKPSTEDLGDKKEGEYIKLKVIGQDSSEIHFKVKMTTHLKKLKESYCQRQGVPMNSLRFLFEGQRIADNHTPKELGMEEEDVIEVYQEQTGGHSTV
# CSN deneddyl inh: inhibitors of CSN-mediated cullin deneddylation, primary screen, biochemical, fluorescence polarization, uHTS; Purified CSN, SCF-Nedd8-OG deneddylation; inhibition, % at 12.5 µM; 0.38% of 360,000 active; AID 651999, 2013; COP9 signalosome complex subunit 5 (Homo sapiens), Q92905;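 active = pattern-corrected inhibition above about 35%, with an unprinted fluorescence ratio check between 0.5 and 1.5, limit read from the data, passing the limit was not always enough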;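 also: 0% = enzyme with substrate and 100% = substrate without enzyme; some results filed as inactive read as strong as hits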
#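 Assay system: purified human Csn5 enzyme expressed in HEK293T cells; Input: 0.24 nM Csn5 enzyme, final concentration; Reagent: 10 nM SCFSkp2-Nedd8OG; Compound dosing: 12.5 µM single point; Times: reaction 90 min, room temperature; Technique: fluorescence polarization readout.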
# PABP1 MLLE inh: inhibitors of PABP1 MLLE–PAM2 peptide binding, primary screen, biochemical, fluorescence polarization, FITC-PAM2, GST-MLLE; inhibition, % at 20 µM; Polyadenylate-binding protein 1 (Homo sapiens), P11940; 0.36% of 360,000 active; in the data active = inhibition above about 35%, passing the limit was not always enough;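 also: plate controls were DMSO wells with GST-MLLE for no effect and wells lacking GST-MLLE protein for full effect; some results filed as inactive read as strong as hits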
# * hit, by the source's call; i = inactive; nt = not tested or not shown.
SMILES,NadD block,TbMetRS inhib,Rpn11 block,DNMT1 inh,LMPTP inh,Scp1 inh,STEP block,SUMO1 PPI mod,CSN deneddyl inh,PABP1 MLLE inh
O=S1(=O)C=C(N2CCCCC2)c2ccccc21,0,-0.3,i,3,0.2,-6,2,-3,9,2
O=C(COc1ccccc1)NC1C(=O)N2C(C(=O)O)=C(Cl)CSC12 (stereo not drawn),-4,-1.2,i,1,-1.5,40,5,4,6,29
CC(=O)NC(c1cccc(F)c1)c1nc(-c2ccc(C)c(C)c2)cs1 (stereo not drawn),-5,-0.1,i,8,2.0,nt,-1,3,-2,3
CC(C)(C)NC(=O)C(=O)N/N=C/c1cccs1,-4,-0.7,i,1,-0.8,-6,-1,-4,-4,-7
O=C(NCc1ccccc1F)C1CCCN1S(=O)(=O)c1ccc(Cl)cc1 (stereo not drawn),-1,-0.5,i,-3,1.2,-8,-1,0,-1,-18
CN(C)CCNC(=O)C(=O)Nc1cc2c3c(c1)CCN3C(=O)CC2,-1,0.1,i,4,-2.2,-9,-3,0,0,-4
Cc1ccc(NC(=O)CSc2nnc(Cn3cnc4ccccc43)o2)cc1,-6,-0.5,i,3,-1.4,-4,-1,-9,0,-10
O=C(COC(=O)c1ccc(Br)c(S(=O)(=O)N2CCOCC2)c1)NC1CC1,3,-0.2,i,1,-1.4,-7,-2,-5,-2,-8
CC(C)(C)NC(=O)/C(=C\c1cccnc1)NC(=O)c1ccco1,-3,-0.4,i,1,-1.3,-6,0,-6,-5,6
O=C(CCN1C(=O)c2ccccc2C1=O)Nc1ccc(-c2nc3ccccc3s2)cc1,10,0.0,i,5,0.7,-10,-2,1,-2,5
Cc1nc2ccc(NS(=O)(=O)c3ccc(F)c(F)c3F)cc2s1,3,-0.2,i,-2,-1.3,-3,-2,1,7,-6
CS(=O)(=O)N1CCN(C(=O)CSc2ccccc2)CC1,0,-0.3,i,0,-1.8,0,-1,2,0,26
COc1ccc([C@H]2Cc3cccc(O)c3C(=O)O2)cc1O,-3,-0.2,i,4,1.9,2,3,1,-3,12
COc1ccc(Cl)cc1NC(=O)c1ccoc1C,-3,-1.4,i,-5,-1.9,-4,2,0,0,2
Cc1cc(=O)nc2c3ccccc3n(CC(=O)Nc3ccccc3Br)n12,-3,0.0,i,1,-1.0,-6,-4,-2,2,-52
CCCCn1c(N)c(N(Cc2ccccc2OC)C(=O)C(C)Oc2ccc(Cl)cc2)c(=O)[nH]c1=O (stereo not drawn),-4,-0.5,i,0,-1.7,2,0,-4,2,-6
COc1ccc(NC(=S)Nc2cccc([N+](=O)[O-])c2)cc1,5,-0.2,i,0,-1.6,0,-1,-13,0,34
CCN(CC1COc2ccccc2O1)C(=O)c1ccc(Cl)c(S(=O)(=O)N2CC(C)OC(C)C2)c1 (stereo not drawn),-4,-0.5,i,3,-1.5,-1,2,1,-4,9
Nn1cnnc1N/N=C/c1ccc(Cl)c([N+](=O)[O-])c1,3,1.4,i,-7,-0.1,-3,3,-16,1,7
CCCSc1ccc(C(=O)Nc2ccc(F)cc2F)cn1,-4,-0.5,i,-2,1.5,-1,0,-1,-2,2
O=C(NNC(=S)Nc1ccccc1Cl)c1ccccc1Br,2,-0.2,i,-3,-0.7,-5,-1,-2,0,38
CCOC(=O)CSc1nc(N2CCOCC2)c2c(c1C#N)CC(C)(C)N(C)C2,-5,0.4,i,-3,-0.3,3,0,-10,-33,33
COc1cc(/C=N/Nc2nc(=O)[nH]nc2C)ccc1O,-6,-1.6,i,2,-1.3,-9,2,-21,6,-14
O=C(/C=C/c1ccc(Cl)cc1Cl)OCC(=O)N1CCCC1,0,2.7,i,3,0.3,0,0,3,-2,-7
Cc1cc(Cl)ccc1NC(=S)NCCCN1CCCC1=O,-1,-0.1,i,2,-0.9,-5,29,2,0,14

# Pulled one by one from the entries so far:
SMILES,NadD block,TbMetRS inhib,Rpn11 block,DNMT1 inh,LMPTP inh,Scp1 inh,STEP block,SUMO1 PPI mod,CSN deneddyl inh,PABP1 MLLE inh
CN(C)CCNC(=O)C(=O)Nc1cc2c3c(c1)CCN3C(=O)CC2,-1,0.1,i,4,-2.2,-9,-3,0,0,-4
O=C(CCN1C(=O)c2ccccc2C1=O)Nc1ccc(-c2nc3ccccc3s2)cc1,10,0.0,i,5,0.7,-10,-2,1,-2,5

# Next part:
SMILES,NadD block,TbMetRS inhib,Rpn11 block,DNMT1 inh,LMPTP inh,Scp1 inh,STEP block,SUMO1 PPI mod,CSN deneddyl inh,PABP1 MLLE inh
CCOC(=O)c1cccc(NC(=O)c2cc3ccccc3o2)c1,-6,-2.4,i,7,0.5,-4,0,3,1,-1
COC(=O)Cn1cccc1C(=O)c1ccccc1,-5,-0.3,i,5,-2.0,0,-3,0,-1,0
Cc1ccc(S(=O)(=O)N2CCN(S(=O)(=O)c3ccccc3)C2c2ccc(N(C)C)cc2)cc1 (stereo not drawn),0,-0.3,i,-4,1.1,-2,3,-1,-2,7
O=C(NCc1ccc(N2CCCC2=O)cc1)Nc1cccc2ccccc12,8,-0.8,i,1,-0.2,-4,-3,-7,7,-14
Cc1cccc(C)c1-n1c(=O)n(Cc2ccccc2)c(=O)c2[nH]cnc21,-2,0.1,i,0,-1.1,14,1,0,4,-7
CCOc1ccc(N2CC(C(=O)Nc3ccc(S(=O)(=O)Nc4ncccn4)cc3)CC2=O)cc1 (stereo not drawn),1,-1.4,i,3,0.9,10,-3,1,-1,0
CN(C(=O)CSc1nnc(-c2ccccc2)n1C)C1CCS(=O)(=O)C1 (stereo not drawn),3,-0.1,i,2,-0.1,-5,1,7,1,-10
COc1ccc2c(-c3ccccc3)cc(SCC(N)=O)nc2c1,-3,-0.8,nt,2,2.8,-3,-2,1,23,-77
NC(=O)C(NC(=O)OCc1ccccc1)c1ccccc1 (stereo not drawn),0,-0.2,i,3,1.4,-2,-2,5,-4,9
Cc1ccc(S(=O)(=O)N2[C@@H](c3ccc(F)cc3)C(C(=O)O)=CC[C@H]2c2cccc(Cl)c2)cc1,1,-0.2,i,-1,0.1,-18,-1,10,0,-7
COCCn1ccc2c(OCC(=O)NCCc3ccc(OC)c(OC)c3)cccc2c1=O,-4,-0.6,i,-1,0.8,-10,-3,3,-6,3
O=C(NCCOc1ccccc1)C1Nc2ccc(OC(F)(F)F)cc2C2C=CCC12 (stereo not drawn),-11,0.3,i,4,2.3,-2,2,1,-5,-8
Cn1nccc1NC(=O)Nc1ccc(OC(F)(F)F)cc1,-5,-0.1,i,5,-0.8,-7,-2,-5,4,9
Cc1ccc(-c2nnn(CC(=O)N(CC3CCCO3)C(C(=O)NC(C)(C)C)c3ccc(F)cc3)n2)o1 (stereo not drawn),-6,0.2,i,-1,-0.7,-1,-2,-5,-1,8
c1ccc(-c2nc(-c3ccncc3)no2)cc1,-5,-1.0,i,0,-0.6,-3,-3,-3,2,-2
COc1ccc(NC(=O)COC(=O)CCc2ccc(S(=O)(=O)N3CCOCC3)cc2)cc1OC,-3,0.2,i,2,-0.1,-9,2,6,-3,-9
Cc1cc(C(=O)N/N=C/c2ccccc2)c(C)o1,-1,-0.5,i,0,0.3,5,0,-2,-1,9
O=C(O)CCC(=O)CCC(=O)c1ccccc1,-1,-0.7,i,4,-1.2,-7,-3,2,-3,2
CCN1C=CC(=C2C(=O)c3ccccc3C2=O)C=C1,1,-5.8,i,3,1.1,-8,0,-22,-1,18
C=CCn1c(CCNC(=O)c2cccs2)nnc1SCC(=O)c1ccc(Br)cc1,3,0.2,i,-4,-1.0,0,1,-1,-2,4
O=C(COc1cccc([N+](=O)[O-])c1)NN1C(=O)c2ccccc2C1=O,-8,1.9,i,-1,-1.4,-5,-2,-20,0,23
COc1ccc(Nc2ccc(Nc3ccc(OC)cc3)nn2)cc1,-5,-0.1,i,-6,0.8,3,0,-7,2,0

# Results in Rpn11 block, for some of the entries so far:
canonical_smiles	Rpn11 block
c1ccc(-c2nc(-c3ccncc3)no2)cc1	i
COc1ccc(NC(=O)COC(=O)CCc2ccc(S(=O)(=O)N3CCOCC3)cc2)cc1OC	i
Cc1cc(C(=O)N/N=C/c2ccccc2)c(C)o1	i
O=C(O)CCC(=O)CCC(=O)c1ccccc1	i
